HSF1 inhib – HSF1 inhibitors in luciferase reporter cells, primary screen, cell-based, NIH3T3, luminescence | NIH3T3-HGL HSE-luciferase, MG132-induced, luminescence 8 h; active compounds read low | activity change, negative = inhibition, % at 7.5 µM (by protocol) | 300,000 compounds, 0.77% hits;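 active = more than half of replicate wells show activity change below -50%, luminescence cut by over half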;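 also: luciferase reports HSF-1 transcriptional activity via heat shock element; 0% = median of DMSO wells and -100% = zero luminescence signal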
IEC-6 cytotox – cytotoxicity in IEC-6 intestinal epithelial cells, primary screen, cytotoxicity control for KLF5 inhibitor project, cell-based, luminescence | IEC-6 cytotoxicity, luminescence viability | inhibition, % at 5 µM | 290,000 compounds, 0.78% hits | AID 1825, 2009; in the data active = inhibition above about 22%;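 also: 0% = plate median of test compound wells and 100% = cytotoxic reference compound wells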
HSP90 inh – HSP90 inhibitors, primary screen, cell lysate, luminescence; Rabbit reticulocyte lysate, luciferase refolding luminescence, 3 h; Heat shock protein HSP 90 (rabbit reticulocyte lysate; luciferase refolding); inhibition, % at 5.6 µM; 290,000 compounds, 0.91% hits; AID 1789, 2009;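 active = inhibition above the screen-wide mean plus 3 SD, computed separately per campaign, cut at about 16% in these data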;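 also: 0% = DMSO wells and 100% = 60 µM geldanamycin wells; inhibitors lower the luminescence because luciferase stays unfolded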
HIF act – HIF pathway transcriptional activators, primary screen, cell-based, U2OS HRE-luciferase, luminescence; U2OS HRE-luciferase reporter; normalized: DMSO 0%, desferrioxamine 100%; activation, % at 7.5 µM (by protocol); 300,000 compounds, 0.32% hits; AID 1910, 2009;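 active = mean activation of at least 10% of the iron chelator positive control signal, with at least half of replicates also reaching 10%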
AI-2 QS modul – Vibrio harveyi AI-2 quorum sensing modulators, primary screen, JMH597 strain, luminescence/OD600 ratio; Vibrio harveyi JMH597 AI-2 luminescence/OD600 ratio, 9 h; active compounds read low; strain lacks LuxN and CqsS sensors; 0 = neutral-control median; activity change, % at 7.5 µM; 300,000 compounds, 0.4% hits; in the data active = activity change below about -75%, passing the limit was not always enough;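 also: luminescence divided by OD600 gain over 9 h not by final OD600 alone; inactives centre near 13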
GSK3A inh – blockers of GSK3A enzyme activity – biochemical, luminescence, cell-free homogeneous, HTS, primary screen | Glycogen synthase kinase-3 alpha (Homo sapiens), P49840 | GSK-3 alpha kinase, ADP-Glo luminescence, 60 min | inhibition, % at 10 µM | 320,000 compounds, 0.1% hits | AID 2650, 2010;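 in the data active = inhibition above about 50%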;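 also: GST-tagged GSK-3 alpha with peptide substrate and 25 µM ATP; 0% = DMSO neutral wells and 100% = GW8510 positive control wells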
Target sequence (P49840 whole entry, looked up): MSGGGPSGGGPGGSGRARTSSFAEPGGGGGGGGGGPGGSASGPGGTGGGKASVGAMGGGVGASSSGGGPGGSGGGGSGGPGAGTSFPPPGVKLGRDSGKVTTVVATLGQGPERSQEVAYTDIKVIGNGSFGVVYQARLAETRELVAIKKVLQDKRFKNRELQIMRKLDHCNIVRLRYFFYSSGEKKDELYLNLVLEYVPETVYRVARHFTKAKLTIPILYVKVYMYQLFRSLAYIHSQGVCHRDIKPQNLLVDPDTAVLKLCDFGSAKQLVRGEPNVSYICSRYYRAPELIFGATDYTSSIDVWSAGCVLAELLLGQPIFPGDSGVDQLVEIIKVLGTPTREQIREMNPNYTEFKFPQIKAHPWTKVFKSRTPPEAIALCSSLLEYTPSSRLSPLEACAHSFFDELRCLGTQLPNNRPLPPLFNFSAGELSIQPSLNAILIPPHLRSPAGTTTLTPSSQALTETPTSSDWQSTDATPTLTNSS
aSyn UTR inh – MLPCN primary screen, SNCA 5' untranslated region; inhibition, % (tested at 7.5 µM); alpha-synuclein 5'UTR reporter, inhibitor activity; 300,000 compounds, 0.82% hits; AID 1813, 2009; in the data active = inhibition above about 60%;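 also: H4 neuroglioblastoma cells stably carrying SNCA 5'UTR luciferase fusion; 0% = DMSO wells and 100% = positive control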
GSK3B inh – human GSK3beta kinase inhibitors, primary screen, biochemical, cell-free homogeneous, HTS; activity score (negative = inhibition), % at 10 µM; Glycogen synthase kinase-3 beta (Homo sapiens), P49841; 300,000 compounds, 0.038% hits; GST-GSK3beta kinase, ADP-Glo luminescence, 60 min; active compounds read low;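 active = more than half of replicate wells score below -50%, meaning over 50% inhibition versus plate controls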;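 also: 0% = median DMSO wells and -100% = median GW8510 positive control wells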
Target sequence (P49841 whole entry, looked up): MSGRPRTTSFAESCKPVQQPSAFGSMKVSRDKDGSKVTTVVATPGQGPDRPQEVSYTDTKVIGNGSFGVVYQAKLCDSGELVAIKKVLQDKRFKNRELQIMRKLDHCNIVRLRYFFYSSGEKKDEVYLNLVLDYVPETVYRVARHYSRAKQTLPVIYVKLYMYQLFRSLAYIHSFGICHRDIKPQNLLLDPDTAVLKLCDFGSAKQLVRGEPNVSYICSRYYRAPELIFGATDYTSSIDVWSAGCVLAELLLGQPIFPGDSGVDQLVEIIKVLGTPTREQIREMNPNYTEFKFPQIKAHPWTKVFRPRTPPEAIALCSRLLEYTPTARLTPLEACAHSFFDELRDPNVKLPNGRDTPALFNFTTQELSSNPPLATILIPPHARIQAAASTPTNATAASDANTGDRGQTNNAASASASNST
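Test system: GST-fused GSK3beta enzyme, cell-free | Quantity: 1.6 ng GST-GSK3beta enzyme per well | Reagent: 25 µM ATP with peptide substrate | Schedule: 60 min enzyme reaction, room temperature | Signal: Luminescent ADP-Glo measurement of ADP formed | Read-out basis: Score relative to plate controls | Control set: DMSO and 20 µM GW8510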
HSF-1 act – HSF-1 activators, primary screen, NIH3T3-HGL cells, MG132 stress, luminescence, single point; NIH3T3-HGL HSF-1 luciferase reporter, 8 h; 100% = twice DMSO control signal; activation, % at 9 µM; 300,000 compounds, 1.7% hits;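 active = mean replicate activation of at least 50% with a set share of replicates each reaching 50%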;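 also: 0% = median of the neutral control wells and 100% = twice that signal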
KLF5 inhibitor – KLF5 expression inhibitors, primary screen, DLD-1 cells, luminescence; DLD-1 KLF5 promoter-luciferase reporter; inhibition, % at 5 µM; 290,000 compounds, 0.23% hits; AID 1700, 2009;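 active = inhibition above a per-plate limit of that plate's mean compound inhibition plus 3 SD, cut at about 60% in these data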;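 also: 0% = DMSO wells and 100% = LY294002 at 200 µM; higher means less KLF5 promoter-driven luciferase light; inactives centre near -14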
* = called active by the depositor; · = not tested or not shown. Random draw from the library; any-hit rate near 4.7%.

SMILES	HSF1 inhib	IEC-6 cytotox	HSP90 inh	HIF act	AI-2 QS modul	GSK3A inh	aSyn UTR inh	GSK3B inh	HSF-1 act	KLF5 inhibitor
COc1ccc(NC(=O)NC(C)c2ccc3c(c2)OCO3)c(OC)c1 (stereo not drawn)	-4	0	-1	0.1	2	-1	4	-1	2	-26
CC(=O)Nc1ccc(NC(=O)C2CC(=O)N(c3cccc(C)c3C)C2)cc1 (stereo not drawn)	2	-7	-4	-0.1	15	-2	4	1	5	-33
COC(=O)c1ccc(N(CC(=O)NC2CCCCC2)C(=O)CNC(=O)c2ccco2)cc1	28	-3	0	-0.2	2	3	-12	-3	71*	-16
Cn1cccc1CC(=O)NNC(=O)Nc1ccc(Cl)cc1	-6	-8	-3	-0.3	8	2	-14	2	-2	-11
CCCN1CCN(CCCNC(=O)CN2C(=O)COc3ccccc32)CC1	2	-4	0	·	27	-4	6	-1	0	-16
CC1CCN(C(=O)C2CCN(c3nnc(-n4cccc4)s3)CC2)CC1	-9	-4	-6	-0.1	18	0	9	5	2	-50
CC1=CCC(C(=O)O)C(C(=O)Nc2nc3ccc(S(C)(=O)=O)cc3s2)C1 (stereo not drawn)	-4	1	-6	-0.3	19	-7	19	-3	-15	-25
CCOC(=O)CSc1nnc(CNc2ccc(F)cc2)o1	-3	2	-1	0.3	24	-2	-5	-5	-5	-9
Cc1ccc2nc(SCC(=O)NC3CCCc4ccccc43)[nH]c2c1 (stereo not drawn)	6	0	0	0.1	20	-2	23	-3	11	7
CN1C(=S)SC(/[N+]([O-])=C\c2ccccc2F)C1(C)C (stereo not drawn)	-11	-11	-2	-0.3	6	3	-10	0	2	2
O=S(Cc1ccc(Cl)cc1)CC(O)COCc1ccc(Cl)cc1 (stereo not drawn)	1	1	-3	-0.3	6	0	5	0	1	-34
Cc1ccc(/C=N/N=C2/NC(=O)C(CC(=O)N3CCOCC3)S2)cc1 (stereo not drawn)	-6	2	5	-0.8	12	4	-5	-1	-19	-20
CCOC(=O)c1ccc(NC(=O)CSc2nc3cccnc3n2C)cc1	-1	0	3	-1.3	3	2	-9	-6	3	3
O=C(COc1ccccc1)NNC(=S)NC(=O)c1ccc(Cl)cc1Cl	6	-1	-4	-0.3	84	-4	-22	4	3	-34
O=C(Cc1ccc(S(=O)(=O)N2CCOCC2)s1)N(Cc1ccccc1)c1ccccc1	16	·	·	-0.2	15	0	1	0	3	·
COc1ccc(C2CC(=O)C=C(O)C2)cc1 (stereo not drawn)	-5	-7	1	-0.3	14	-2	5	0	-17	-3
COc1cccc(/C=N/NC(=O)CNC(=O)CCc2ccccc2)c1O	-2	-5	-2	1.5	0	-4	20	1	-16	-1
CCOc1cc(C)c(C(C)C)cc1S(=O)(=O)N1CC(C)OC(C)C1 (stereo not drawn)	5	0	1	0.0	6	-2	9	3	1	-34
CC(C)NC(=O)COc1cccc2ccccc12	3	2	2	-0.9	7	-1	6	2	31	0
CCn1ncc(C2=NOC(C(=O)Nc3ccc(C)cc3)C2)c1C (stereo not drawn)	0	-4	-1	0.1	10	-2	-12	-1	-6	11
Cc1ccnc(NS(=O)(=O)c2ccc(NC(=O)Cc3ccccc3)cc2)n1	-1	-6	-5	0.2	15	-1	-22	1	-10	-6
CC(C)(C)c1cc(NS(=O)(=O)c2cccs2)no1	-2	-4	1	-36	14	4	18	2	-11	-15
COc1ccc(-c2ccc(CCC(=O)O)n2-c2ccc(O)cc2)cc1	-3	2	2	0.0	18	-4	2	-2	0	-7
FC(F)(F)c1cccc(Nc2nc(N3CCCC3)nc(N3CCCC3)n2)c1	-5	-6	-3	-0.2	22	-2	3	1	-5	-18
CCc1ccccc1NC(=O)c1ccc2snnc2c1	-1	-1	-2	-0.2	16	-2	3	-1	4	-20
N/C(Cc1cccc2ccccc12)=N\OC(=O)c1ccccc1F	-3	-5	-4	0.3	34	1	9	2	21	-33
CCN(C(=O)CSc1ncn[nH]1)c1c(N)n(Cc2ccccc2)c(=O)[nH]c1=O	-3	·	·	-0.9	-4	0	7	1	-7	·
Cc1ccc(-n2nc3c(=O)n(CCCC(=O)NCc4ccccc4C)nc(C)c3c2C)cc1	-13	9	-1	0.1	18	2	27	-6	-33	-13
CNc1nc(C23CC4CC(CC(C4)C2)C3)cs1	4	1	-1	-0.3	7	-2	11	1	-4	-19
Cn1c(N=Nc2ccc(N3CCOCC3)cc2)[n+](C)c2ccccc21	-20	9	-3	0.9	56	·	4	-2	-34	-16
COc1cc(/C=N\NC(=O)c2ccc(C)nc2)ccc1OC(=O)c1ccc2c(c1)OCO2	-1	-5	7	-0.3	10	-2	-67	-4	-1	-15
CCN(CC)C(=O)c1csc(Nc2cccc3ccccc23)n1	4	11	6	-1.3	-1	0	4	1	-1	-20
COc1ccc(S(=O)(=O)N(CCc2ccccc2)CC(=O)N/N=C/c2ccc3c(c2)OCO3)cc1	0	1	0	0.2	10	-1	25	-2	-3	-19
COc1ccc(-c2[nH]n(-c3ccc([N+](=O)[O-])cc3)c(=O)c2C=NCc2ccc(F)cc2)cc1	14	-2	-1	0.2	12	0	28	2	-4	-10
Cc1ccc(S(=O)(=O)N2CCC(C(=O)NCCCN3CCCCCC3)CC2)cc1	-8	-2	-2	0.0	·	2	-3	·	7	-26
Cc1nonc1C1CCCN1Cc1cn[nH]c1-c1ccc(-c2ccccc2)cc1 (stereo not drawn)	49	0	-1	1.5	17	2	-37	2	62*	-39
CCc1cccc(C)c1NC(=O)CCCC(=O)O	-7	4	5	0.0	6	-6	-6	-1	-11	-6
Cc1cccc(C)c1OCc1nc2ccccc2[nH]1	7	-2	0	0.2	23	1	1	1	23	-13
CC(C(=O)Nc1ccccn1)N1C(=O)C2C3C=CC(C3)C2C1=O (stereo not drawn)	-8	-2	0	0.1	-5	1	18	-4	0	-3
CC(C)CNC(=O)c1ccccc1N(Cc1ccccc1)S(C)(=O)=O	-23	2	1	1.5	16	3	3	-5	-39	-36
C=CCOc1c(/C=N\NC(N)=O)cccc1OC	6	-3	3	-0.4	0	-3	7	0	22	-6
CC(C)=NNc1nc(-c2ccccc2)cs1	-2	-7	1	1.1	9	-1	-182	1	1	-15
Cc1c(OCC(=O)NCc2cccnc2)ccc2c3c(c(=O)oc12)CCCC3	15	3	-2	0.5	-6	-6	22	0	26	-44
Cc1nc2ccc(S(=O)(=O)NCC(=O)N3CCCC(C)C3)cc2s1 (stereo not drawn)	-1	-2	-2	-0.2	33	0	-15	3	-3	-9
Cc1ccc(-c2nnc(SCC(=O)NC3CCCC3)n2C)cc1	0	2	1	-0.1	29	-1	19	0	-17	-3
COC(=O)c1ccccc1NC(=O)C1CCN(c2ncnc3c2nc2n3CCCCC2)CC1	-3	3	-2	0.9	-5	-4	28	-2	-11	4
S=C(N/N=C/c1ccccc1Cl)Nc1ccccc1	30	-2	-2	2.7	12	-3	-106	2	72*	-76
CC(C)(C)c1ccc(OCC(O)CS(=O)(=O)c2ccccn2)cc1 (stereo not drawn)	-2	-6	-2	1.4	-64	-6	-41	-1	13	-28
C=CCn1c(-c2cccn(Cc3ccc(Cl)cc3Cl)c2=O)n[nH]c1=S	-5	-6	2	-0.8	18	8	6	-3	16	-14
CC(=O)Nc1sc2c(c1C#N)CCCCC2	·	2	2	0.9	24	0	-27	-1	·	-18
Next entries:
SMILES	HSF1 inhib	IEC-6 cytotox	HSP90 inh	HIF act	AI-2 QS modul	GSK3A inh	aSyn UTR inh	GSK3B inh	HSF-1 act	KLF5 inhibitor
O=C(NCc1ccccc1)c1ccco1	-8	0	3	1.0	11	3	16	-1	-3	-11
Nc1ccc(C(=O)c2cccs2)cc1[N+](=O)[O-]	1	2	3	0.2	14	2	-15	-2	4	-25
CCOC(=O)C1=C(COC(=O)CNC(=O)c2ccccc2F)NC(=O)NC1C (stereo not drawn)	-2	·	·	0.1	14	0	-4	-11	1	·
N#C/C(=C\c1ccc(-c2cccc(C(F)(F)F)c2)o1)C(=O)Nn1cnnc1	-5	1	-3	0.2	18	2	20	1	-6	-4

Of the compounds above, 8 contain an aryl methoxy group.
SMILES	HSF1 inhib	IEC-6 cytotox	HSP90 inh	HIF act	AI-2 QS modul	GSK3A inh	aSyn UTR inh	GSK3B inh	HSF-1 act	KLF5 inhibitor
COc1ccc(NC(=O)NC(C)c2ccc3c(c2)OCO3)c(OC)c1 (stereo not drawn)	-4	0	-1	0.1	2	-1	4	-1	2	-26
COc1ccc(C2CC(=O)C=C(O)C2)cc1 (stereo not drawn)	-5	-7	1	-0.3	14	-2	5	0	-17	-3
COc1cccc(/C=N/NC(=O)CNC(=O)CCc2ccccc2)c1O	-2	-5	-2	1.5	0	-4	20	1	-16	-1
COc1ccc(-c2ccc(CCC(=O)O)n2-c2ccc(O)cc2)cc1	-3	2	2	0.0	18	-4	2	-2	0	-7
COc1cc(/C=N\NC(=O)c2ccc(C)nc2)ccc1OC(=O)c1ccc2c(c1)OCO2	-1	-5	7	-0.3	10	-2	-67	-4	-1	-15
COc1ccc(S(=O)(=O)N(CCc2ccccc2)CC(=O)N/N=C/c2ccc3c(c2)OCO3)cc1	0	1	0	0.2	10	-1	25	-2	-3	-19
COc1ccc(-c2[nH]n(-c3ccc([N+](=O)[O-])cc3)c(=O)c2C=NCc2ccc(F)cc2)cc1	14	-2	-1	0.2	12	0	28	2	-4	-10
C=CCOc1c(/C=N\NC(N)=O)cccc1OC	6	-3	3	-0.4	0	-3	7	0	22	-6

From PubChem BioAssay
